esBAF inh: SWI/SNF esBAF complex inhibition. AID 602393. 350,000 compounds, 2% hits. reporter increase, % at 12.5 µM. mouse ES cells, Bmi1-luciferase knock-in reporter, 24 h; 100% = twice the neutral-well signal; in the data active = activation above about 40%;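 also: 0% = median of the plate's neutral control wells and 100% = double that signal; a rise in the Bmi1 reporter signal indicates esBAF inhibition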
XiGFP reactiv: activators of X-chromosome reactivation in mouse fibroblasts; XiGFP mouse fibroblasts, % GFP-positive cells imaging, 3 d; cells co-treated with 5-aza-dC sensitizer; scaled so ellipticine positive control = 100%; activation, % at 7.58 µM; 360,000 compounds, 0.055% hits; AID 743238;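 active = mean normalized replicate activation at least 10% and every replicate at or above 10%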;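 also: 0% = median of on-plate neutral control wells and 100% = ellipticine 6 µM median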
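Material: XiGFP fibroblasts, SV40-immortalized. Buffer or medium: DMEM plus 5-aza-dC sensitizer. Compound: single concentration per compound, delivered by pin transfer. Times: 3 days compound exposure. Controls: ellipticine 6 µM.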
RAD52 anneal inh: inhibitors of human RAD52 DNA annealing | P43351 | recombinant RAD52 DNA annealing, FRET fluorescence | inhibition, % at 18.7 µM | 360,000 compounds, 0.46% hits;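 active = every replicate showing at least 50% inhibition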
ERAP1 inh: blocks human ERAP1 aminopeptidase activity | Q9NZ08 | recombinant ERAP1, Leu-AMC fluorescence, 60 min | inhibition, % at 10.7 µM | 340,000 compounds, 0.15% hits;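 active = mean replicate inhibition of at least 30%, or all replicates individually reaching that 30% level; inactive = mean below 30% and not every replicate reaching it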;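 also: 0% = neutral control wells and 100% = L-leucinethiol positive control wells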
GSIS activator: GLuc luminescence reporter in INS-1E cells, primary screen for activators of glucose-dependent secretion of insulin; activation, % at 16.6 µM; 370,000 compounds, 0.61% hits; INS-1E GLuc reporter insulin secretion, 2-3 h;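 active = lowest replicate activation of at least 40%, so every replicate reaches that level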;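 also: 0% = median of neutral control wells and 100% = median of IBMX positive control wells; some compounds called inactive have numbers as strong as hits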
RAD54 branch: inhibitors of human RAD54 branch migration; Q92698; RAD54 Holliday junction branch migration, FAM/BHQ fluorescence; inhibition, % at 10.4 µM; 360,000 compounds, 0.14% hits;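 active = mean normalized replicate activity at least 40 and at least half of replicates scoring 40 or more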;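 also: 0% = median of neutral control wells and 100% = median of positive control wells; inhibitors cause a drop in the FAM fluorescence signal; in these data hits start at about 50%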
Target sequence (Q92698 whole entry, looked up): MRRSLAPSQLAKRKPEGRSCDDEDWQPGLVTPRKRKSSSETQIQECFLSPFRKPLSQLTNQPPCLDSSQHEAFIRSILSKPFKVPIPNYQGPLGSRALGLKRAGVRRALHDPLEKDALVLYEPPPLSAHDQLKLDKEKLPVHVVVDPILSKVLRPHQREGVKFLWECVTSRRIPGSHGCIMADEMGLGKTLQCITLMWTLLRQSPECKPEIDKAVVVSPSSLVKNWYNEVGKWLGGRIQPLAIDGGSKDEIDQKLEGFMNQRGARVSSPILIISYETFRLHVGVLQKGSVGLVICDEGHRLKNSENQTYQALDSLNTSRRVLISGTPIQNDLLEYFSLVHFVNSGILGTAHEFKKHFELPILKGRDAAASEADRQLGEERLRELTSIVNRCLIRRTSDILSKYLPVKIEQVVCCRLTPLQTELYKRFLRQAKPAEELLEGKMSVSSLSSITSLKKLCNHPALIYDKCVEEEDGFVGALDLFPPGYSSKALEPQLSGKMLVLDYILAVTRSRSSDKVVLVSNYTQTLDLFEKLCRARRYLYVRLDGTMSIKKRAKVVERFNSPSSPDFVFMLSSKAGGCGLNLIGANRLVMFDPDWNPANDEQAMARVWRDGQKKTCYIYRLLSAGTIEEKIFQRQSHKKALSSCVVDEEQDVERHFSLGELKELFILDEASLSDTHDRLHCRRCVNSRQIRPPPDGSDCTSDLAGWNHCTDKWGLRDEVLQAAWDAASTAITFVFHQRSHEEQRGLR
ARNT-TACC3 inh: disrupts binding between human ARNT and TACC3; AlphaScreen His-ARNT PAS-B/GST-TACC3 binding, luminescence; TACC3 fragment carries E629A point mutation; inhibition, % at 9.99 µM; 390,000 compounds, 0.66% hits;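 active = mean inhibition of replicates at least 50% and at least half of replicates each reaching 50%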;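 also: 0% = complete ARNT plus TACC3 wells and 100% = ARNT alone without TACC3; many hits fall short of the cut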
CFTR F508del cor: CFTR F508del correction in bronchial cells; CFBE cells, YFP halide quenching; stimulated with forskolin plus potentiator P3; % fluorescence drop versus neutral controls; AID 720511; activity (quench increase), % at 7.58 µM; 350,000 compounds, 0.36% hits;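 active = mean added fluorescence quench of at least 8% versus neutral control, with both replicates also reaching 8%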;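 also: cells transiently co-express mutant CFTR-F508del with the halide-sensitive YFP; corrector assay measuring rescue of mutant channel to the surface after 24 h compound exposure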
The depositor's hits bear a star; nt = not tested or not shown.

| smiles | esBAF inh | XiGFP reactiv | RAD52 anneal inh | ERAP1 inh | GSIS activator | RAD54 branch | ARNT-TACC3 inh | CFTR F508del cor |
| --- | --- | --- | --- | --- | --- | --- | --- | --- |
| CCC1C(=O)NCCN1Cc1nc(-c2ccc(C)s2)oc1C (configuration not stated) | 8 | 0.0 | -18 | 0 | -6 | -5 | -17 | -0.3 |
| COc1cc2c(cc1OC)C(C(=O)N(C)Cc1ccccc1)C(c1cccnc1)N(C)C2=O (configuration not stated) | -3 | -0.1 | -12 | -4 | 10 | 1 | 0 | 3.0 |
| Nc1nnnn1CC(=O)N/N=C/c1ccccn1 | nt | 0.2 | -16 | nt | 6 | 1 | 20 | 1.0 |
| O=C(Cc1ccccn1)N1CC(=O)N2[C@@H](CO)[C@H](c3ccc(-c4ccc(F)cc4)cc3)[C@@H]2C1 | nt | 0.0 | -4 | 1 | 6 | nt | nt | 1.3 |
| N#C[C@H]1N[C@@H](CO)[C@@H]1c1ccc(-c2ccccc2F)cc1 | -3 | 0.6 | -48 | 1 | 5 | -3 | 16 | 0.2 |
| COc1ccc(C2CC(=O)C(c3ccc(Cl)cc3)=CN2Cc2ccccc2)cc1 (configuration not stated) | nt | 0.2 | -4 | 1 | 0 | nt | nt | -5.0 |
| O=C(CN1CC(=O)Oc2ccccc21)OCC(=O)c1ccccc1 | 8 | nt | nt | nt | -20 | -4 | 54* | nt |
| CCOC(=O)N1CCC(NC(=O)C2=CCN(S(=O)(=O)c3ccc(OC)cc3)CC2)CC1 | -7 | 0.0 | -6 | nt | -10 | nt | -9 | -0.7 |
| CCC(=O)Nc1cccc(C(=O)OCC(=O)c2ccccc2Cl)c1 | 51* | nt | nt | nt | 21 | -15 | 2 | nt |
| CNC(=S)N1N=C(c2ccc(C)cc2)CC1c1ccc(N(C)C)cc1 (configuration not stated) | 8 | 0.0 | -26 | 4 | nt | -5 | -1 | -3.2 |
| O=C1CSCN1c1cc(Cl)ccc1Cl | nt | 0.0 | -9 | 1 | 3 | nt | nt | -3.5 |
| CS(=O)(=O)c1cccc(-c2nnc(NC(=O)C3=COCCO3)o2)c1 | nt | 0.4 | -6 | 0 | 0 | nt | 30 | -0.3 |
| CN(C)C(=O)OCC1COc2ccccc2O1 (configuration not stated) | 0 | 0.2 | 6 | 0 | 4 | -2 | -8 | 7.4 |
| c1ccc(OCCOc2cccc3cccnc23)cc1 | nt | 0.4 | -21 | -1 | 2 | nt | -4 | nt |
| CCOC(=O)c1cnc2c(Cl)c(Cl)ccc2c1NCCN1CCOCC1 | 5 | 0.0 | -35 | 0 | -3 | -3 | -2 | 3.1 |
| CC(=O)c1ccc(N2CCN(c3ccc(C(F)(F)F)cn3)CC2)cc1 | nt | 0.0 | nt | nt | -4 | -2 | -3 | nt |
| Cc1cc(C(=O)Nc2ccc3c(c2)C(=O)N(C)[C@H]2CC[C@@H](CC(=O)O)O[C@@H]2CO3)no1 | 1 | 0.0 | nt | nt | 6 | 0 | -1 | 1.9 |
| COCCSc1nc(N)c2c3c(sc2n1)CN(C)CC3 | nt | 0.3 | 8 | 2 | 13 | nt | 5 | -0.2 |
| O/N=C/c1ccccc1Oc1ccc(Cl)cc1 | nt | 0.0 | 11 | -3 | 39 | nt | -1 | -3.6 |
| Cc1c(Cl)cccc1NC(=S)N(CCCN1CCOCC1)Cc1cccs1 | -25 | 0.1 | nt | nt | 0 | 4 | -5 | nt |

Following part.
| smiles | esBAF inh | XiGFP reactiv | RAD52 anneal inh | ERAP1 inh | GSIS activator | RAD54 branch | ARNT-TACC3 inh | CFTR F508del cor |
| --- | --- | --- | --- | --- | --- | --- | --- | --- |
| CCCNC(=O)N(C)C[C@H]1Oc2cc(C#C[C@H](C)O)ccc2S(=O)(=O)N([C@@H](C)CO)C[C@@H]1C | 4 | 0.1 | -2 | 0 | -2 | 3 | -9 | -2.1 |
| CCCn1c(=O)c(C(=O)NNC(=O)c2cccc([N+](=O)[O-])c2)c(O)c2ccccc21 | -4 | -0.1 | -5 | 2 | 8 | 9 | -7 | -6.5 |
| COCCNC(=O)C1CCCN(Cc2ccc(C)cc2)CC1 (configuration not stated) | -6 | 0.2 | -13 | 1 | nt | 2 | nt | -2.7 |
| Cc1ccc(Cn2nc3c4cc(F)ccc4n(Cc4ccc(F)cc4)cc-3c2=O)cc1 | -7 | 0.1 | -5 | -3 | 4 | -7 | -4 | -2.7 |
| O=C(c1ccc(N2C(=O)C3CCCCC3C2=O)cc1)N1CCCCC1 (configuration not stated) | -10 | 0.1 | nt | nt | -9 | 2 | 17 | nt |
| Cc1nnc(SCC(=O)NC23CC4CC(CC(C4)C2)C3)n(N)c1=O | nt | 0.0 | -7 | nt | 9 | nt | 2 | -2.7 |
| O=C(Cc1ccccn1)N[C@H]1CC[C@@H](CCn2cc(-c3ccc(F)cc3)nn2)O[C@H]1CO | nt | 0.0 | 4 | -2 | -4 | nt | nt | 4.6 |
| O=c1c(-c2n[nH]c(=S)o2)cccn1Cc1ccccc1 | nt | 0.2 | -13 | -7 | -13 | nt | 38 | -0.6 |
| CC(=O)c1ccccc1NC(=O)CCCNC(=O)c1ccc(Cl)cc1 | 1 | 0.4 | -9 | 1 | 3 | 3 | -3 | -1.5 |
| C#CCNC(=O)C[C@H]1C[C@@]2(C(=O)OC)C(=C[C@H](C(C)(C)C)O[C@@H]2C)N(CCc2ccc(OC)c(OC)c2)C1=O | nt | 0.0 | -9 | 3 | nt | nt | nt | 0.5 |
| Cn1c(=O)[nH]c2ccc([N+](=O)[O-])nc21 | nt | 0.0 | nt | nt | 10 | -5 | 1 | nt |
| COc1cccc(C(=O)Nc2ccc3c(c2)OC[C@H](C)NC[C@@H](C)[C@@H](OC)CN(C)C3=O)c1 | -2 | 0.2 | -6 | 0 | -8 | 2 | -6 | 0.0 |
| C[C@@H]1CCCCO[C@@H](CN(C)CC2CC2)[C@H](C)CN([C@H](C)CO)C(=O)c2cc(NC(=O)CCC(F)(F)F)ccc2O1 | nt | 0.3 | 15 | -2 | -5 | nt | nt | 0.6 |
| CCOC(=O)CSc1nc2ccccc2c(=O)n1Cc1ccco1 | 1 | nt | -8 | 3 | 4 | -7 | -28 | 0.2 |
| C[C@H](CO)N1C[C@H](C)[C@@H](CN(C)Cc2ccc(Cl)c(Cl)c2)Oc2ccc(NC(=O)Nc3ccc4c(c3)OCO4)cc2C1=O | 4 | 0.4 | 22 | 3 | -2 | 2 | -11 | 0.6 |
| Cc1cc([N+](=O)[O-])nn1CC(=O)NCc1ccco1 | nt | 0.0 | -23 | 1 | 6 | -8 | 4 | -1.6 |
| CN1C(=O)c2cc(NC(=O)C3CCCC3)ccc2OC[C@H]2O[C@@H](CC(=O)Nc3ccccc3)CC[C@H]21 | 6 | 0.0 | 12 | -2 | -9 | 15 | 14 | -0.3 |
| CN(C)/C=C1\C(=O)NN=C1C(F)(F)F | nt | 0.1 | 0 | -2 | -6 | nt | 0 | 2.0 |
| O=C(O)C1CSC(c2ccc(O)c([N+](=O)[O-])c2)N1 (configuration not stated) | nt | 0.1 | -3 | 4 | 11 | nt | 5 | -0.7 |
| O=C1Oc2ccccc2C2(O)C3CCCCCC3C12 (configuration not stated) | 5 | nt | nt | nt | -6 | 4 | 1 | nt |

Further compounds.
Below each SMILES: esBAF inh	XiGFP reactiv	RAD52 anneal inh	ERAP1 inh	GSIS activator	RAD54 branch	ARNT-TACC3 inh	CFTR F508del cor
c1ccc(N2CCN(c3nc4ccccc4n4cnnc34)CC2)cc1
  -2	0.0	-13	-2	nt	2	8	-2.4
COc1cc(NC(=O)c2ccc3c(c2)OCO3)ccc1NC(=O)c1cccs1
  nt	0.4	-21	3	25	nt	5	-3.0
CN(C)c1ccc(/C=C(\NC(=O)c2ccccc2)C(=O)NCCCN2CCOCC2)cc1
  -10	-0.1	-50	1	0	4	6	0.2
COC(=O)C(C)NC(=O)c1cn(-c2ccccc2OC)c(=O)c2ccccc12 (configuration not stated)
  -4	0.0	-9	-1	9	-2	4	-0.1
Cc1ccc(S(=O)(=O)Nc2ccc3c(c2)CC(=O)N([C@H](C)CO)C[C@@H](C)[C@@H](CN(C)Cc2ccc(Cl)c(Cl)c2)O3)cc1
  1	0.2	-19	1	-2	6	-11	5.6
Cc1ccc(S(=O)(=O)N(C)/C(=N/S(=O)(=O)c2ccccc2)c2ccccc2)cc1
  0	nt	-4	-1	10	6	-7	-3.2
CN1CCN(c2ccc(Cl)cc2NC(=O)c2cccc(S(=O)(=O)N(C)C)c2)CC1
  -5	nt	10	3	20	-2	0	3.7
Cc1ccc(S(=O)(=O)N[C@H]2C=C[C@H](CC(=O)N3CCC(Cc4ccccc4)CC3)O[C@H]2CO)cc1
  22	-0.5	-4	-1	-17	-3	3	-1.3
C[C@@H]1CN([C@H](C)CO)C(=O)c2cc(NC(=O)Nc3cccc4ccccc34)ccc2O[C@@H]1CN(C)Cc1ccc(C(=O)O)cc1
  -1	-0.7	nt	nt	4	9	nt	-0.8
CC1CN(C(=O)COC(=O)/C=C/c2ccccc2)CC(C)O1 (configuration not stated)
  -3	0.0	-5	-2	8	-6	nt	1.3
CCCNC(=O)Nc1ccc2c(c1)OC[C@@H](C)N(CCC)C[C@@H](C)[C@@H](OC)CN(C)C2=O
  -1	0.3	4	4	-1	7	-6	-0.6
COc1ccc2c3c(n(C)c2c1)[C@@H](CO)N(C)CC31CCN(C(=O)Nc2c(C)noc2C)CC1
  nt	0.5	2	4	8	nt	nt	-1.7
C[C@H]1CN([C@@H](C)CO)C(=O)Cc2cc(NS(C)(=O)=O)ccc2O[C@H]1CN(C)Cc1ccccc1
  2	0.1	8	-1	12	0	nt	-2.7
O=S(=O)(/C=C/c1ccccc1)N1CCN(c2cccc(Cl)c2)CC1
  -2	nt	nt	nt	-4	3	-2	nt
CCC(=O)N(C)C[C@@H]1Oc2cc(-c3cccc(C#N)c3)ccc2S(=O)(=O)N([C@H](C)CO)C[C@H]1C
  6	0.2	-6	3	8	-5	-2	-0.8
CCOC(=O)C1=CCN(Cc2ccccc2)CC1
  0	0.0	-3	-2	1	3	-2	0.8
COc1ccc(C2CC(c3ccccc3)=NN2S(=O)(=O)c2ccccc2)c(OC)c1 (configuration not stated)
  nt	0.0	-10	1	1	nt	3	nt

A section from the list above, for reference:
Below each SMILES: esBAF inh	XiGFP reactiv	RAD52 anneal inh	ERAP1 inh	GSIS activator	RAD54 branch	ARNT-TACC3 inh	CFTR F508del cor
c1ccc(N2CCN(c3nc4ccccc4n4cnnc34)CC2)cc1
  -2	0.0	-13	-2	nt	2	8	-2.4
COc1cc(NC(=O)c2ccc3c(c2)OCO3)ccc1NC(=O)c1cccs1
  nt	0.4	-21	3	25	nt	5	-3.0
CN(C)c1ccc(/C=C(\NC(=O)c2ccccc2)C(=O)NCCCN2CCOCC2)cc1
  -10	-0.1	-50	1	0	4	6	0.2

Source: PubChem BioAssay
